ALOX15B inhib: qHTS Assay for Inhibitors of 15-hLO-2 (15-human lipoxygenase 2); AID 881, 2007; purified 15hLO-2, xylenol orange hydroperoxide absorbance; Polyunsaturated fatty acid lipoxygenase ALOX15B (Homo sapiens), O15296; 0.56% of 110,000 active; Potency, µM (titrated, usually from 57.1 µM), inactives show top-dose activity change, negative = inhibition, usual class: inhibitors; note: potency is the fitted concentration of half-maximal effect; nearly all actives have a fitted effect of over 60% in size; many of its hits are not listed in these tables
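Screening format was qHTS against 50 nM purified 15hLO-2 in Hepes pH 7.5 with detergent. Activity follows hydroperoxide formation from 45 uM arachidonic acid, measured as 573:405 nm absorbance ratio of the ferric-xylenol orange complex.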
PNC inhibitor: High Content Assay for Compounds that inhibit the Assembly of the Perinucleolar Compartment; PC3M PTB-GFP, PNC prevalence imaging, 16 h; active compounds read low; activity change (PNC), negative = inhibition, % at 10 µM; 3.1% of 140,000 active; AID 2417, 2010;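 active = readout at or below -70, meaning at least 70% loss of cells showing the perinucleolar compartment, a nuclear body marking cancer cells; inconclusive = readout between -30 and a set limit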;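 note: plate controls were DMSO wells for no effect and camptothecin positive control wells for full effect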
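Compounds are pinned in duplicate onto adhered PC3M cells stably expressing GFP-tagged PTB and incubated 16 h at 37 C. Cells are then fixed, nuclei stained with Hoechst, and PNC-positive cells counted.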
ALOX12 inhib: qHTS Assay for Inhibitors of 12-hLO (12-human lipoxygenase); 0.12% of 150,000 active; purified 12-hLO, xylenol orange hydroperoxide absorbance; Potency, µM (highest dose often 57.1 µM), for the others: at the highest dose activity change, negative = inhibition, usual class: inhibitors; Polyunsaturated fatty acid lipoxygenase ALOX12 (Homo sapiens), P18054; AID 1452, 2008; note: potency is the fitted concentration of half-maximal effect; nearly all actives have a fitted effect of over 55% in size; many of its hits are not listed in these tables
Target sequence (P18054 whole entry, looked up): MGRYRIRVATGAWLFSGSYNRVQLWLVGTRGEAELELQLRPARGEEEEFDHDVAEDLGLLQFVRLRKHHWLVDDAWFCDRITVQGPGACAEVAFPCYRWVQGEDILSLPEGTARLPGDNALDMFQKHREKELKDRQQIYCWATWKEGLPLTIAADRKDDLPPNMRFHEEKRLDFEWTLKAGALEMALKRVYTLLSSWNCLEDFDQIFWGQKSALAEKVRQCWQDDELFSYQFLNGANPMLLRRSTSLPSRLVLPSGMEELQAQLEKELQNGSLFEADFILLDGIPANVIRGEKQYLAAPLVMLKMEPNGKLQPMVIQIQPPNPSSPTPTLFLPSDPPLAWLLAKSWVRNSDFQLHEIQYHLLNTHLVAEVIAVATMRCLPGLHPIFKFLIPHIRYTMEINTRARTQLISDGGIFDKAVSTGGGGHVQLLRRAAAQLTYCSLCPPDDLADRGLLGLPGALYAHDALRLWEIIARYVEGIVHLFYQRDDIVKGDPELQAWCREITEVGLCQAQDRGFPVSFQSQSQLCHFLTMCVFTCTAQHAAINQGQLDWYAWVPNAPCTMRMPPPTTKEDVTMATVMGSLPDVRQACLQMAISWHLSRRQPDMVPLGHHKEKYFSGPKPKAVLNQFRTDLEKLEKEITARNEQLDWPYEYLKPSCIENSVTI
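150 nM 12hLO, 25 mM Hepes pH 7.0 + 0.01% Triton X-100; cpd preinc 15 min RT; 40 uM arachidonic acid, 30 min RT; Fe-XO 30 min; A573/A405 ratio as read-out.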
IMPase inh: qHTS Assay for Identifying the Cell-Membrane Permeable IMPase Inhibitors; Inositol monophosphatase 1 (Rattus norvegicus), P97697; CHO-M1 cells, IP1 accumulation, HTRF TR-FRET ratio; inhibition (IP1 accumulation), % at 46.1 µM; 120,000 tested, under 10 active; AID 901, 2007; active = well fitted curve in the direction sought with a large enough effect in the signal ratio, not every such curve was filed as active; inconclusive = small, poorly fitted or top-dose-only effect, or a change in a side signal; inactive = no such curve, though single readings can be large or run the other way; the % refers to the signal ratio;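 note: cells stimulated with carbachol in lithium chloride buffer; plate controls were DMSO basal wells for no effect and reference inhibitor wells for full effect; higher means more IMPase inhibition seen as more IP1 and lower FRET ratio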
Target sequence (P97697 whole entry, looked up): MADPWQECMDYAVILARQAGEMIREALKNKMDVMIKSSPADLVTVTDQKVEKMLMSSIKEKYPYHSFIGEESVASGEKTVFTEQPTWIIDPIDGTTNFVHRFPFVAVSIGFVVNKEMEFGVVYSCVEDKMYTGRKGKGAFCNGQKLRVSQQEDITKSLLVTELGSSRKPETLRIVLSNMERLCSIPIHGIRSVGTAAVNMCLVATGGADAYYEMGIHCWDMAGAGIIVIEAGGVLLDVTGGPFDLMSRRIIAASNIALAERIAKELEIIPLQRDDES
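CHO-M1, 2000 cells/well, cultured 16–30 h; cpd up to 46 uM; carbachol (50 uM solution, stimulation buffer w/ 50 mM LiCl, pH 7.4), 30 min 37C; IP-One TR-FRET, 10 min RT; Ex 320/Em 665, 620; Hill-fit AC50.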
The depositor's hits bear a star; ? = inconclusive; · = not tested or not shown; [ ] = remark or other dose. Unless noted, calls come from the whole dose curve; as a rule, active = well fitted curve in the direction sought with a large enough effect; inconclusive = small, poorly fitted or top-dose-only effect, or another doubt; inactive = no such curve, though single readings can be large; an effect the other way counts as inactive or inconclusive. Unless noted, % is set by controls: 0 for no effect and ±100 for the full control effect. Some of the compounds tested. The share of hits here may be higher or lower than overall.

The line under a structure holds: PNC inhibitor	IMPase inh	ALOX15B inhib	ALOX12 inhib
1) COc1ccc(S(=O)(=O)Cc2ccc(C(=O)NCc3ccccn3)o2)cc1
→ -2	4	12%	0%
2) OCCc1ccc(-c2ccc(Cl)cc2)o1
→ -2	7	-12%	-4%
3) CC1CCN(C(=O)CSc2nc3c(cnn3-c3ccccc3)c(=O)[nH]2)CC1
→ 11	-4	1%	5%
4) Cc1ccc(C(=O)/C=C/c2ccc(-c3ccc(C)cc3)o2)cc1
→ -24	·	·	-25%
5) COc1ccc(/C=c2/sc3nc(-c4ccccc4)c(-c4ccccc4)n3c2=O)cc1
→ 17	-19	·	5%
6) CC(C)CC1(C)NC(=O)NC1=O (stereo not drawn)
→ ?	2	4%	5%
7) O=S(=O)(c1cccc(C(F)(F)F)c1)N1CCN(c2ccccc2)CC1
→ -24	2	6%	-24%
8) Cc1occc1C(=O)Nc1ccc(S(=O)(=O)N2CCN(C)CC2)cc1
→ 19	7	6%	9%
9) O=[N+]([O-])c1cccc(C(=Nc2ccccc2)NO)c1
→ 16	-3	·	-2%
10) O=C(CSc1ccccn1)Nc1cccc(NC(=O)CSc2ccccn2)n1
→ -23	2	-4%	-6%
11) CCOC(=O)c1cnn(-c2cc(C)nc3c(-c4ccccc4)cnn23)c1N
→ 26	2	2%	-3%
12) COc1ccc(C)cc1S(=O)(=O)N(CC(=O)Nc1cccc([N+](=O)[O-])c1)c1ccc(C)c(C)c1
→ 11	·	·	2%
13) NS(=O)(=O)c1ccc(N=C2C(=O)Nc3ccccc32)cc1
→ ·	·	-7%[11.4 µM]	0%[11.4 µM]
14) Cc1cc2oc(C(=O)Nc3c(C)n(C)n(-c4ccccc4)c3=O)c(C)c2cc1C
→ ?	-5	·	-4%
15) Cc1cc(C)c(C#N)c(SCC(=O)c2cccs2)n1
→ ?	2	1%	1%
16) O=C(CC1Sc2ccccc2NC1=O)Nc1ccccc1[N+](=O)[O-] (stereo not drawn)
→ ?	·	·	-3%
17) COc1ccc(C2C(C(=O)N3CCN(c4ccc(OC)cc4)CC3)c3ccccc3C(=O)N2C)cc1 (stereo not drawn)
→ 23	5	-4%	-4%
18) CCCNC(=S)Nc1ccc(Br)cc1
→ 72	3	2%	-1%
19) CC(=O)c1c(C)nn(C(C)CC(=O)O)c1C (stereo not drawn)
→ -13	?	·	3%
20) CCCNC(=O)CN(c1ccccc1)S(=O)(=O)c1ccc(OC)c(OC)c1
→ 24	-3	·	-3%
21) COc1cc(NS(=O)(=O)c2cc(C)ccc2OC)c(OC)cc1Cl
→ 14	1	4%	-2%
22) CCOc1cccc(OCCCOc2cccc3cccnc23)c1
→ -28	·	·	-5%
23) CCCCCCC1CC(C)(/C(C)=N/NC(N)=O)OC1=O (stereo not drawn)
→ 16	2	-11%	7%
24) COc1ccc(S(=O)(=O)Nc2ccccc2OC)cc1C
→ ?	-3	-2%	-1%
25) O=C(O)CCCC(=O)NCCCc1ccccc1
→ 24	-7	6%	8%
26) CN(C)Cc1ccccc1-c1cncnc1NCc1cccs1
→ ·	·	4%	1%
27) O=[N+]([O-])c1ccc(NC(=S)N2CCN(c3ccc(F)cc3)CC2)cc1
→ 44	4	-2%	0%
28) CCOc1ccc2[nH]cc(C(=O)O)c(=O)c2c1
→ -6	-11	-2%	3%
29) CC(C)OC(=O)CSc1nc(N)c(C#N)c(-c2ccco2)c1C#N
→ ?	-13	?	-11%
30) O=C(CN(C1CCCCC1)S(=O)(=O)c1ccc(Cl)cc1)NCc1cccnc1
→ -22	12	2%	-13%
31) CCOc1cc(-c2c(C)c(C)nc(N)c2C#N)ccc1O
→ 171	6	·	-2%
32) COc1cc(C(=O)Nc2sc(C(=O)N3CCOCC3)c(C)c2C#N)cc(OC)c1OC
→ 19	5	0%	-3%
33) O=C1SC(c2ccccc2)=N/C1=C/c1ccco1
→ -30	0	-8%	-7%
34) O=C(c1ccc(F)cc1F)N(Cc1ccccn1)Cc1ccco1
→ -17	?	-8%	-6%
35) CC#CCCCC(=O)Nc1cc(OC)nc(OC)n1
→ 2	9	4%	2%
36) O=C(Cc1ccc(Cl)cc1)Nc1cccc(S(=O)(=O)Nc2ccccc2F)c1
→ ?	·	·	-4%
37) Cc1ccccc1OCCSc1nnc(-c2cccnc2)n1N
→ ?	4	·	4%
38) CCOC(=O)CS(=O)(=O)c1nc(-c2ccc(F)cc2)cc(C(F)(F)F)n1
→ 25	43[activator]	-22%	-6%
39) CCC(C)c1ccc(OCC(=O)Nc2ccc3[nH]c(=O)[nH]c3c2)cc1 (stereo not drawn)
→ ?	·	·	3%
40) CCOC(=O)c1c(C)[nH]c(C(=O)COC(=O)C23CC4CC(CC(Cl)(C4)C2)C3)c1C
→ ?	8	11%	-4%
41) Cn1c(-c2cccc(Br)c2)cnc1NCc1cccnc1
→ -10	5[1.84 µM]	-14%[11.4 µM]	-2%
42) O=C(NNS(=O)(=O)c1ccccc1)c1cccs1
→ 66	·	·	-1%
43) O=C(Nc1cccc(F)c1)c1ccc(S(=O)(=O)N2CCCC2)cc1
→ 9	-8	·	-3%
44) Nc1nc(-c2ccccc2)c(-c2ccccc2)s1
→ 85	3	1%	-1%
45) CC(=O)c1ccc(NC(=O)CO/N=C(\C)c2cccs2)cc1
→ -7	·	·	-3%

2 compounds drawn at random from those above, as already listed:
The line under a structure holds: PNC inhibitor	IMPase inh	ALOX15B inhib	ALOX12 inhib
32) COc1cc(C(=O)Nc2sc(C(=O)N3CCOCC3)c(C)c2C#N)cc(OC)c1OC
→ 19	5	0%	-3%
41) Cn1c(-c2cccc(Br)c2)cnc1NCc1cccnc1
→ -10	5[1.84 µM]	-14%[11.4 µM]	-2%

Following part:
The line under a structure holds: PNC inhibitor	IMPase inh	ALOX15B inhib	ALOX12 inhib
46) O=C(C1CCCCC1)N1CC(=O)N2CCc3ccccc3[C@@H]2C1
→ ·	1[20.6 µM]	-3%[25.6 µM]	1%[25.6 µM]
47) Cc1ccc(S(=O)(=O)NC(C)(C)CSc2nnc(N)s2)cc1
→ 2	6	-4%	-2%
48) COc1cccc(OC)c1C(=O)NC1C(=O)N2C1SC(C)(C)C2C(=O)O (stereo not drawn)
→ ·	·	-4%	-7%
49) CN(c1ccc(C(=O)NCC2CCCO2)cc1)S(C)(=O)=O (stereo not drawn)
→ -87*	6	11%	7%
50) Cc1cc(C(=O)Nc2ncn[nH]2)ccc1[N+](=O)[O-]
→ -5	·	·	2%
51) Cc1cc(N2CCOCC2)nc2ccc(NC(=O)CCC(=O)N3CCC(C)CC3)cc12
→ ?	4	6%	-6%
52) Cn1c(C(=O)OC(C(=O)NC2CCCCC2)c2ccccn2)cc2sccc21 (stereo not drawn)
→ 38	9	10%	-1%
53) O=C(c1ccc(F)cc1)N(NC(=O)C(O)(c1ccccc1)c1ccccc1)c1ccccc1
→ 0	13	·	-1%
54) Cc1cc(NC(=O)Cc2ccccc2)no1
→ 16	·	·	-1%
55) O=C(CN1C(=O)CSC1=O)Nc1ccc(N2CCOCC2)cc1
→ ?	8	-3%	-8%
56) CCOC(=O)c1c(N)sn(-c2ccccc2C)c1=S
→ -21	1	-28%	0%
57) O=S(=O)(c1cccs1)N1CCN(c2ccccn2)CC1
→ 234	7	·	-3%
58) CC[C@H]1CC[C@H]2[C@@H]3CC=C4C[C@H](OC(C)=O)[C@@H](N)C[C@@]4(C)[C@H]3CC[C@@]12C
→ ·	·	-1%[11.4 µM]	-3%[11.4 µM]
59) COC(=O)C(C(=O)N1CCN(C)CC1)C1CCCCCC1 (stereo not drawn)
→ ?	-5	5%	-3%
60) CCOc1nc(NC(=O)NS(=O)(=O)Oc2ccccc2Cl)nc(-c2ccccc2)n1
→ 42	-3	-1%	2%
61) O=[N+]([O-])c1ccccc1Oc1ccccc1Cl
→ 26	·	·	0%
62) COc1ccc(NC(=O)Cn2cccc2)cc1Cl
→ 4	-1	0%	3%
63) CCCc1cc(C(=O)NCCc2ccccc2)no1
→ ?	-10	-3%	-3%
64) CCNC(=O)/C(=C/c1ccc2c(c1)OCO2)NC(=O)c1ccc(Br)cc1
→ 27	8	1%	-11%
65) CC(C)Oc1cccc(-c2nnc(SCC(=O)Nc3ccc4c(c3)OCCO4)n2N)c1
→ -8	4	-1%	3%
66) Cc1ccc(C)c(N2CCN(C(=O)C3CCN(c4nnc(N5CCCC5=O)s4)CC3)CC2)c1
→ ?	2	9%	-2%
67) Nc1ccc(Oc2ccc3nc(-c4ccccc4)c(-c4ccccc4)nc3c2)cc1
→ 37	10	1%	-4%
68) O=C1C(=O)N(Cc2ccc(Cl)c(Cl)c2)c2ccccc21
→ ·	3	7.9µM*	?
69) COc1ccc(N2CCN(C(=O)c3ccc(C)cc3Cl)CC2)cc1
→ 11	8	0%	-5%
70) Cc1cc(/C([O-])=C(/C(=S)Nc2ccccc2)[n+]2ccccc2)c(C)n1-c1ccccc1
→ ?	-1	-13%	-3%
71) CCCc1cc(C(=O)OC)c(NC(=O)OCC)s1
→ 3	-4	4%	1%
72) COc1ccc2[nH]c(N=Nc3ccccc3C)c(O)c2c1
→ 57	·	·	1%
73) Cc1nc2cc(-c3cccc(F)c3)nn2c(C)c1CCC(=O)NC(C)CCc1ccco1 (stereo not drawn)
→ 7	6	17%	-4%
74) O=C(Nc1ccon1)c1ccc(Cl)s1
→ ?	0	1%	-3%
75) Nc1ccc2c(c1)-c1ccccc1S(=O)(=O)N2
→ -25	14[9.22 µM]	-21%	-6%
76) COc1ccc(C(=O)Nc2cccc(-c3nnc(-c4ccco4)o3)c2)cc1
→ 1	2	4%	-4%
77) Cc1c(C(=O)NCC2COc3ccccc3O2)oc2ccc(S(=O)(=O)N3CCOCC3)cc12 (stereo not drawn)
→ ?	15	-5%	-1%
78) Cc1cccc(-n2c(SCc3cc(=O)n4ccsc4n3)nc3ccccc32)c1
→ ?	14	·	-26%
79) COc1cc(NC(=O)c2noc3c2CCC3)c(OC)cc1Cl
→ -1	-7	0%	-7%
80) COc1ccc(F)cc1S(=O)(=O)N1CCCC(C)C1 (stereo not drawn)
→ 29	5	-1%	9%
81) O=c1[nH]c(CSc2nnc(COc3ccccc3)n2-c2ccccc2)nc2ccccc12
→ ?	3	-18%	-13%
82) O=C(NCCc1c[nH]c2ccccc12)C(=O)NCC1OCCCN1S(=O)(=O)c1ccc(F)cc1 (stereo not drawn)
→ -12	·	·	-4%
83) CCc1ccc(-c2csc3[n+]2CCN3C(C)=O)cc1
→ -5	0	?	-20%
84) CS(=O)(=O)c1cccc(C(=O)NCc2ccccc2)c1
→ 29	16	-7%	1%
85) CC(C)C[C@H](NC(=O)OC(C)(C)C)C(=O)N/N=C/C1=Cc2ccccc2OC1C (stereo partly drawn)
→ -26	4	-2%	-9%
86) NC(=O)C1CCN(C(=O)CN(c2cccc(C(F)(F)F)c2)S(=O)(=O)c2ccccc2)CC1
→ 22	1	-2%	9%
87) O=C(NCC1OCCc2ccccc21)c1ccc(NC(=O)c2cccc(Br)c2)cc1 (stereo not drawn)
→ 33	-24	·	2%
88) Clc1cccc2sc(N3CCN(c4ccccc4)CC3)nc12
→ -2	-9	·	-5%
89) NC(=O)c1ccc(N2CCCCC2)c(N2C(=O)C3CC=CCC3C2=O)c1 (stereo not drawn)
→ 39	-8	13%	3%
